# bIAP activator – intestinal alkaline phosphatase (bovine) activation; activation factor at 20 µM; 0.17% of 200,000 active; purified bovine IAP, CDP-star luminescence, 30 min; stronger effect = higher value; fold of DMSO-control signal, blank-subtracted;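 active = activation factor of 2 or more at 20 µM, a signal rise over negative controls twice the positive control's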
# FLuc stim CS – affects firefly luciferase, flagging false hits in luciferase stimulation screens; ATPlite luciferase biochemical, luminescence, 10 min; 0 = ATP-free wells, 1 = DMSO control; 200,000 tested, under 10 active; activation factor at 10 µM; P08659;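 active = luciferase activation factor, scaled between plate controls, of at least 2 with compound at 10 µM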
# Target sequence (P08659 whole entry, looked up): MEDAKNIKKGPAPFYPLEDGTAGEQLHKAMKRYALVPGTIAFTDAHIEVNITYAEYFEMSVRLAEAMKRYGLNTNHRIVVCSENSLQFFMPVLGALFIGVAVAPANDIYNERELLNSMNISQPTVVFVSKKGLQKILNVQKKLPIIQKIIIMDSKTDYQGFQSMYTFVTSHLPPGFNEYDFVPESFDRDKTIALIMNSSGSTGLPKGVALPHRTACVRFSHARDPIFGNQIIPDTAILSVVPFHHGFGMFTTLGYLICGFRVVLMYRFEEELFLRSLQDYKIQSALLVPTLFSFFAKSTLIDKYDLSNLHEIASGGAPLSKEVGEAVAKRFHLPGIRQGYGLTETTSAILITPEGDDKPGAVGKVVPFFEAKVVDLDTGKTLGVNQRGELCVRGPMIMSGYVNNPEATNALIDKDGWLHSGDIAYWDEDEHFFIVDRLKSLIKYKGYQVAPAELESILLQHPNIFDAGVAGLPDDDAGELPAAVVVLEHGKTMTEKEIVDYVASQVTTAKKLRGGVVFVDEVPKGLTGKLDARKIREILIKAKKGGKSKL
#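 System: Luciferase/luciferin detection reagent, cell-free biochemical luciferase assay | Medium: PBS buffer for ATP | Dosing: Test compounds dosed from 2 mM stocks in 100% DMSO | Timing: 10 min at ambient temperature | Signal: Luminescence measurement of luciferase light output | Evaluation: Luciferase activation, seen as luminescence increase over controls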
# FLuc inhib CS – inhibits firefly luciferase, flagging false hits in luciferase inhibition screens | ATPLite firefly luciferase biochemical luminescence, 10 min | 1.5% of 200,000 active | P08659 | inhibition, % at 10 µM;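 active = inhibition above about 50% when tested at 10 µM, limit read from the data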
# APP 5'UTR act – activates APP 5'UTR luciferase reporter; AID 1276; activation, % at 2 µM; 1% of 190,000 active; SH-SY5Y APP 5'UTR luciferase reporter, luminescence; zero percent = DMSO vehicle wells;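 active = activation above a set limit, based on mean plus 3 SD of controls, cut at about 140% in these data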; also: values of inactives mirror those of a sister screen read the other way
# NF-kB expr up – compounds increasing NF-kB expression in human neuronal cells; NF-kB reporter expression; stronger effect = higher value; fold change at 12.5 µM; 1.6% of 190,000 active; AID 1239; in the data active = fold change above about 3.3
# PMI activator – increases human mannose-6-phosphate isomerase activity; purified human PMI, coupled resazurin fluorescence, 20 min; stronger effect = higher value; 1 = vehicle control, 0 substrate-free wells; activation factor at 20 µM; 0.005% of 190,000 active; AID 1214;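 active = activation factor of 2 or more at 20 µM, relative to plate controls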
# Target sequence (P34949 whole entry, looked up): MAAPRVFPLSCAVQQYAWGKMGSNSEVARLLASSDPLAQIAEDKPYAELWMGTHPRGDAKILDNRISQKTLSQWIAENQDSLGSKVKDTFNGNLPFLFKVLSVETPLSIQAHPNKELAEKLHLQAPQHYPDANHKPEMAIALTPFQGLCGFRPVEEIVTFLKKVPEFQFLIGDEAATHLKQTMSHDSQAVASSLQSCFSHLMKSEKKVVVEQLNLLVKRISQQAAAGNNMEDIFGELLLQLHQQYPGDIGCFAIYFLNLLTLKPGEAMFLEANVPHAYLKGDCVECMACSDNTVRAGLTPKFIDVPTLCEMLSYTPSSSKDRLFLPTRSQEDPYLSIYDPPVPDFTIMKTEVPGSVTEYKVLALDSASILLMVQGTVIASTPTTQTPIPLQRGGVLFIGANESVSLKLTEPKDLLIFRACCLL
# TNAP act hi DEA – increases human TNAP activity under high phosphate acceptor concentration; 200,000 tested, under 10 active; activation factor at 20 µM; purified TNAP, CDP-star luminescence, 1 M DEA, 30 min; stronger effect = higher value; 0 = EDTA background, 1 = DMSO-only activity; AID 1136;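 active = activation factor at least 2 at 20 µM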
#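 Measured by: Luminescent substrate turnover signal | Test system: Human TNAP | Input: TNAP 1/800 final | Dosing: 20 µM single point | Schedule: 30 min, room temperature | Controls: EDTA wells as negative control, DMSO wells as positive control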
# TNAP inh noacc – TNAP (human) inhibition, acceptor-free conditions; P05186; purified TNAP, CDP-star luminescence, 30 min; inhibition, % at 20 µM; 0.26% of 200,000 active; AID 1012;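 active = tissue-nonspecific alkaline phosphatase inhibition above about 50% at 20 µM in the single-dose screen, limit read from the data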;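 also: 0% = DMSO negative control and 100% = EDTA positive control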
# PMI act satM6P – PMI (human) activation, high substrate; P34949; coupled PMI enzyme assay, resazurin fluorescence, 20 min; stronger effect = higher value; 1 = untreated enzyme, 0 = substrate-free blank; activation factor at 20 µM; 0.34% of 190,000 active; AID 1216;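 active = activation factor of 2 or more at 20 µM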
#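 assay system = human phosphomannose isomerase with PGI, G6PDH, diaphorase coupling enzymes | quantity = 15 ng/mL PMI | incubation = enzyme reaction with compound 20 min at room temperature | medium = HEPES pH 7.4 buffer with MgCl2 and Tween-20 | compound dosing = one concentration, 20 µM, in 1% DMSO | measured by = Diaphorase-driven resazurin-to-resorufin fluorescence, excitation 544, emission 590 nm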
# TNAP inh hiacc – inhibitors of human TNAP at high phosphate acceptor concentration. purified TNAP, CDP-star luminescence, 1 M DEA. P05186. AID 1135. 0.03% of 200,000 active. inhibition, % at 20 µM;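 active = over 50% inhibition of tissue-nonspecific alkaline phosphatase at 20 µM in the single-dose screen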;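 also: plate controls were DMSO wells for no effect and EDTA-quenched wells as full inhibition for full effect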
# Numbers without * were called inactive; / = no result given.
# Sample of the layout:
SMILES,bIAP activator,FLuc stim CS,FLuc inhib CS,APP 5'UTR act,NF-kB expr up,PMI activator,TNAP act hi DEA,TNAP inh noacc,PMI act satM6P,TNAP inh hiacc
O=C(CSc1nc(-c2ccccc2)cs1)NC(=O)NCc1ccco1,1,1.1,-6,25,0.98,1.1,1,-6,1.1,-5
Cc1c(Cl)c(=O)oc2cc(OC(C)C)ccc12,0.4,1,-1,-6,1.3,1,1,-11,0.9,1

# The listing, repeating the preview:
SMILES,bIAP activator,FLuc stim CS,FLuc inhib CS,APP 5'UTR act,NF-kB expr up,PMI activator,TNAP act hi DEA,TNAP inh noacc,PMI act satM6P,TNAP inh hiacc
O=C(CSc1nc(-c2ccccc2)cs1)NC(=O)NCc1ccco1,1,1.1,-6,25,0.98,1.1,1,-6,1.1,-5
Cc1c(Cl)c(=O)oc2cc(OC(C)C)ccc12,0.4,1,-1,-6,1.3,1,1,-11,0.9,1
CC(C)C(=O)NCCSc1c[nH]c2ccccc12,0.9,1,-4,-6,1.2,0.9,1,-7,0.9,-4
Cc1ccccc1N(CC(=O)NC(C)(C)C)C(=O)CS(=O)CC(=O)Nc1ccc2c(c1)OCO2 (configuration not stated),1.1,1,-3,10,1.1,/,1,-5,/,1
O=S1(=O)c2cccc3cccc(c23)N1Cc1nnc(-c2ccccc2Br)o1,0.7,1,-3,1,0.81,0.8,1,0,0.6,1
CC(C)Cn1cnc2sc3c(c2c1=N)CCCC3,1,1,2,3,0.88,1,1.1,-13,1,-12
N#Cc1cccnc1Nc1cccc(Cl)c1,1,1.1,-5,-7,1.4,0.9,1,-10,1,0
CCOC(=O)N1CCC(NS(=O)(=O)c2cc(Br)cnc2N)CC1,0.9,1.1,-6,6,1.1,1,1,-13,1,-4
COc1cc(/C=C/C(=O)Nc2ccc3nc4n(c(=O)c3c2)CCCC4)cc(OC)c1OC,1,1,-1,10,0.52,1.1,1.1,-18,1,-7
Cc1cccc(CNC(=O)c2ccccc2N)c1,0.9,1,-1,0,1.1,1,1,-9,1,0
N#CCSc1ncnc2c1cnn2CCO,1,1,-3,11,1.1,1.1,1,-5,1.1,3
COc1cccc(C(=O)CSc2nnnn2C)c1,0.9,1,-2,0,1.4,1.1,1.1,-11,1.1,-6
CCCCCCNC(=O)CCCCCNS(=O)(=O)c1ccc(Br)cc1,0.9,1.1,-5,-14,1,1.1,1.1,-9,1.1,-7
Cc1nc(NS(=O)(=O)c2cccs2)c2c3c(sc2n1)CCC3,1.1,1,-4,9,0.88,1.2,1.1,-11,1.1,-8
CCOC(=O)c1cnc2ccccc2c1Nc1cc(C(=O)O)ccc1C,0.9,1.1,-6,-22,1.1,1.4,1,1,1.5,-2
CC(=O)N1CCc2cc(Br)cc(S(=O)(=O)NCCCN3CCC(C)CC3)c21,1,1.1,-6,9,1.1,1,1.1,-11,1,-6
Cc1c(CN2CCC(CO)(CCOc3ccccc3)CC2)c(=O)n(-c2ccccc2)n1C,1,1,-4,-6,1.3,0.9,1,-9,0.9,-4
CN1CCN(c2nc(-c3ccccc3)nc(-c3ccccc3)c2C#N)CC1,1.1,1,-1,-3,0.69,1,1,-7,1,-1
CCOC(=O)CC1=CC(=O)Nc2ccccc2N1,0.9,1.1,-6,-5,1.1,0.9,1.1,-11,0.5,-6
Cc1ccc(S(=O)(=O)N2CCC(=O)N(C(COCc3ccc(C(F)(F)F)cc3)Cc3ccccc3)CC2)cc1 (configuration not stated),0.9,1,0,14,0.7,1,1,-4,1,-3
Cc1cc(C)c(C(=O)CSC2=NC(N)=C(C#N)C3(CCCCC3)C2C(N)=O)cc1C (configuration not stated),0.8,1.1,-10,-4,0.77,1,1,8,1,1
CCOC(=O)Cc1nn(CC)c(=O)c2ccccc12,1,1.1,-8,-29,1,1,1,-6,1.1,-4
CC(Oc1ccc(Cl)cc1Cl)C(=O)NCCCN1CCOCC1 (configuration not stated),1.1,1,-5,/,1,1.1,1,-23,1,-4
CC1(C)Cc2noc(N)c2C(C)(C)N1OC(=O)c1scc2c1OCCO2,1,1.1,-7,8,1.2,1,1,-4,1,-2

# One compound at a time (already shown). Order of screens: bIAP activator | FLuc stim CS | FLuc inhib CS | APP 5'UTR act | NF-kB expr up | PMI activator | TNAP act hi DEA | TNAP inh noacc | PMI act satM6P | TNAP inh hiacc
# Entry for `CCOC(=O)c1cnc2ccccc2c1Nc1cc(C(=O)O)ccc1C` : 0.9 | 1.1 | -6 | -22 | 1.1 | 1.4 | 1 | 1 | 1.5 | -2
# Entry for `CN1CCN(c2nc(-c3ccccc3)nc(-c3ccccc3)c2C#N)CC1` : 1.1 | 1 | -1 | -3 | 0.69 | 1 | 1 | -7 | 1 | -1
# Entry for `CCOC(=O)CC1=CC(=O)Nc2ccccc2N1` : 0.9 | 1.1 | -6 | -5 | 1.1 | 0.9 | 1.1 | -11 | 0.5 | -6
# Entry for `CC(Oc1ccc(Cl)cc1Cl)C(=O)NCCCN1CCOCC1` (configuration not stated) : 1.1 | 1 | -5 | / | 1 | 1.1 | 1 | -23 | 1 | -4

# Next part
SMILES,bIAP activator,FLuc stim CS,FLuc inhib CS,APP 5'UTR act,NF-kB expr up,PMI activator,TNAP act hi DEA,TNAP inh noacc,PMI act satM6P,TNAP inh hiacc
CCOC(=O)N1CCN(C(=O)c2n[nH]c(=O)c3ccccc23)CC1,1,1.1,-6,2,1.1,0.9,1,-8,0.9,-2
Cc1cc(CN2C(=O)c3ccccc3C2=O)no1,0.9,1,-4,-4,1.2,0.9,1,-14,0.9,-3
O=C(NN1C(=O)c2ccccc2C1=O)c1ccccc1[N+](=O)[O-],1.3,1.1,-5,0,0.99,1.3,1,1,1.2,-4
COc1ccc(CC(=O)NNC(=O)c2ccc(NC(C)=O)cc2)cc1,1.2,1.1,-5,2,1,1,1,-18,0.9,-4
CCN1CCN(c2nc(Nc3ccc(C)c(C)c3)nc(N)c2[N+](=O)[O-])CC1,1.2,1.1,-6,1,0.97,0.9,1,-5,0.9,0
CCC(Sc1nc2n[nH]c(C)c2c(=N)n1-c1cc(Cl)ccc1C)C(=O)N1CCOCC1 (configuration not stated),1,1,-5,9,0.77,1,1,-22,1,-1
C/C(CC1(O)C(=O)N(C)c2ccccc21)=N\O (configuration not stated),0.9,1,0,3,1.1,1,1.1,-10,0.9,-5
CCn1c(COc2ccc(OC)cc2)nnc1SCc1nc2ccccc2c(=O)[nH]1,1,1,-1,1,1.1,1.1,1,0,1,2
CCCn1nnc(NC(=O)c2ccc(OC)cc2)n1,0.9,0.9,13,-1,1.7,1,1.1,-22,1,-8
COc1ccc(CCCc2nnc(SCC(=O)Nc3cc(C)ccc3C)o2)cc1,0.9,1,-2,5,0.96,1,1,-16,1,0
Cc1ccccc1NC(=S)NC1(C)CCS(=O)(=O)C1 (configuration not stated),0.9,1.1,-7,10,0.96,1.1,1,-11,1.1,-5
CCCCN=Cc1c(C)[nH]n(-c2ccccc2)c1=S,1,1,3,-7,1.1,1.2,1,-22,1.7,-4
CCN(CC)c1ccc(-c2nc3cnccn3c2NC2CCCC2)cc1,1,0.9,6,-8,0.78,0.9,1,-7,0.8,-3
C=CCNC(=O)/C(C#N)=C/c1cc(Br)ccc1OC,1,1.1,-6,14,0.81,1,1,-6,1,-3
COc1ccc(C)cc1NC(=O)Nc1cccc(C(=O)O)c1,1,1,-2,2,1.1,0.9,1,-4,0.9,-4
CC1CCN(c2nc(-c3ccccc3O)nc3ccccc23)CC1,0.8,1.1,-12,11,1.1,1,1.1,1,1,-6
COc1ccc(C2c3[nH]c4ccccc4c3CCN2C(=O)c2ccc(=O)n(C)n2)c(F)c1 (configuration not stated),1,1,-4,16,1.4,0.9,1.1,-8,0.9,-6
CCOC(=O)c1c(C)[nH]c(C)c1C(=O)COC(=O)/C=C/c1cccc(F)c1,0.7,1,0,-8,1,0.9,0.9,8,0.9,9
O=C(NCc1ccc(F)cc1)c1ccc(CS(=O)(=O)Cc2ccccc2F)o1,1,1.1,-6,6,0.85,1.1,1.1,1,1.2,-7
COCCNC(=S)N1CCC(NC(=O)C23CC4CC(CC(C4)C2)C3)CC1,1.1,1.1,-8,17,0.98,1,1,-2,0.9,-2
COc1cccc(-n2c(CN3CCN(c4ccc(C)cc4)C(C)C3)nc3ccc([N+](=O)[O-])cc3c2=O)c1 (configuration not stated),1.1,1,-5,-20,0.72,0.8,1,-9,0.9,3
Fc1ccc(NC(=S)NCCc2ccc(Cl)cc2)cc1,1.1,1,-5,7,1.5,1,1,1,1,-3
CC(=O)Nc1c(O)nc(SCc2ccc(Cl)cc2)[nH]c1=O,0.9,1,-1,8,1.1,0.9,1,-46,0.9,1
COc1cccc(N(C(=O)c2cccs2)c2nc3ccccc3s2)c1,0.9,1,-1,56,1.7,0.9,1,-3,0.9,2
O=C(N1CCN(c2cccc(Cl)c2)CC1)C1(S(=O)(=O)c2ccc(Cl)cc2)CC1,1,1.1,-10,-10,0.82,0.9,1.1,-4,1,-6
Nc1cc2nsnc2cc1Br,0.9,1,-5,10,0.71,0.4,1,1,0.5,1
CCCOC(=O)COC(=O)c1ccccc1NC(=O)c1ccccc1,1.1,1,-5,-3,1.4,0.9,1,0,0.9,-2
O=S(=O)(c1cccs1)N1CCN(S(=O)(=O)c2cccs2)CC1,1.1,1,-5,3,1.1,0.9,1,-2,0.9,-1
CCc1nnc(NC(=O)CSc2nnc(COc3ccccc3)n2-c2ccc(C)cc2)s1,0.9,1,-4,-21,0.93,0.9,1,-4,0.9,-4
CC1CCN(C(=O)CSc2nc3cccnc3n2C)CC1,0.9,1.1,-7,-2,1.1,1,1,-9,0.9,-4
Fc1ccc(CSc2nc3ccccc3[nH]2)cc1,0.8,0.5,49,79,4.8*,1,1,-3,1,2
COc1ccc(OC)c(Nc2nc(-c3ccc(O)c(O)c3)cs2)c1,0.9,1,-3,-40,1.3,0.4,0.9,20,0.5,12
CCOC(=O)C(C)Oc1cccc2c(=O)n(CC(=O)N3CCN(C(=O)OCC)CC3)ccc12 (configuration not stated),1,1,-2,-9,0.97,1,1.1,-15,1,-6
O=C(C1CCN(Cc2ccc(F)cc2)CC1)N(CCc1ccccc1)Cc1ccccc1,0.9,1.1,-6,-6,0.62,0.9,1.1,-8,1,-9
O=C(Nc1ccc(N2CCCCC2)cc1)c1ccccn1,1,0,97*,-41,0.43,1.4,1,-18,1.2,-5
O=C(Cc1ccc2c(c1)OCCO2)N1CCN(c2ccccc2)CC1,1,1.1,-6,2,1.2,0.9,1.1,-4,0.9,-8
Cc1nn(CC(=O)NCCCN2CCOCC2)c(C)c1[N+](=O)[O-],1,1,-1,-13,0.82,0.9,1,-3,0.9,3
CCOC(=O)c1cnc(SCC(=O)N2CCOCC2)nc1N,0.9,1,-4,-16,2,/,1.1,-12,/,-5
O=C(CCc1nnc(-c2ccccc2)o1)NC1CCCCC1,1.1,1,-4,23,1.9,1,1.1,-4,1.1,-9
O=C(CN1CCC2(CC1)OCCO2)c1ccc2cc[nH]c2c1,0.9,1,-5,-19,1.1,0.9,1,-4,0.9,-2
O=C(O)C1C2C=CC(C2)C1C(=O)Nc1nccs1 (configuration not stated),0.9,1,-2,7,0.91,1,1,-7,1,0
